Screens as filed in PubChem BioAssay.
Htt clearance – clearance of mutant huntingtin inclusions, primary screen, imaging, HeLa Exon1htt(103Q)mCFP, confocal imaging; aggregate imaging; zero = plate's median compound well; inhibition, % at 1.5 µM; 0.42% of 47,000 active;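 active = inhibition of aggregate fluorescence above about 70%, also judged a hit by eye on the cell image, limit read from the data, passing the limit was not always enough; inconclusive = no rule stated for this call; inactive = not judged a hit on image review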;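 note: cells exposed to compound for three days before fixation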
Htt clearance grain fraction – recorded beside Htt clearance, whose call it bears; fraction fluorescence in grains; measured here: aggregate grain fluorescence fraction; active compounds read low;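 scaled fraction of total cell fluorescence in grains with unit not stated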
* = called active by the depositor; ? = inconclusive; / = no result given. The list is partial; the hit share may differ from the screen's.

Start of the listing, in advance:
SMILES	Htt clearance	Htt clearance grain fraction
Cc1cc(NC(=O)CSc2nnc(-c3ccoc3C)n2N)no1	-12	41
CCN(CCNC(=O)C1CCCN(S(=O)(=O)CC)C1)c1ccccc1 (stereo not given)	11	36
CCCCN(C(=O)CCC(=O)O)C1CC(=O)N(c2ccc(OCCC)cc2)C1=O (stereo not given)	-31	23
O=C1NC(c2cccs2)Nc2sc3c(c21)CCCC3 (stereo not given)	12	17
COc1cc(C(=O)OC(C)CN2CCN(C)CC2)cc(OC)c1OC (stereo not given)	16	36
Cc1noc(NS(=O)(=O)c2ccc(NC(=O)CSc3n[nH]c(-c4ccccc4)n3)cc2)c1C	3	19
O=C(CSCCNS(=O)(=O)c1ccccc1)Nc1ccccc1	0	20
O=C(Nc1ccc(Oc2ccccc2)cc1)C1CCCO1 (stereo not given)	-7	41
CC1(C)Cc2c(ccc3ccccc23)/C(=C/C(=O)N2CCCCC2)N1	7	36
O=C(NCc1ccccc1)N[C@@H](Cc1ccccc1)C(=O)O	1	19
S=C(c1ccccc1)N(c1ccccc1)c1ccccc1	45	17
OCCN(CCO)CC(O)Cn1c2ccccc2c2ccccc21 (stereo not given)	1	38
O=S1(=O)CC(N2CCOCC2)c2ccccc21 (stereo not given)	-48	68
CCOC(=O)C1CCCN(CC(=O)Nc2c(C(=O)OC)[nH]c3ccccc23)C1 (stereo not given)	13	19
N#Cc1cc2ccccc2nc1SCC(=O)Nc1ccccc1N1CCOCC1	-8	42
Cc1ccc(S(=O)(=O)N2CCOCC2)cc1C(=O)NCc1ccc2c(c1)OCO2	-2	40
CCOc1cc(C(=O)NCCN2CCOCC2)cc(OCC)c1OCC	-35	50
CCCCn1c(SCC(=O)Nc2cc(C)on2)nc2ccsc2c1=O	17	26
O=C(Nc1nccs1)Oc1ccccc1	-7	37
COCc1cc(C)nc(SCC(=O)Nc2cccc3cccnc23)c1C#N	1	32
CCOC(=O)CN1C(=O)C(O)=C(C(C)=O)C1c1ccccc1 (stereo not given)	7	20
Cn1c(COc2ccccc2)nnc1SCc1nc2ccccc2[nH]1	-10	23
CCCCOc1ccc(C(=O)N2CCC(C)CC2)cc1	29	14

The listing, previewed entries included:
SMILES	Htt clearance	Htt clearance grain fraction
Cc1cc(NC(=O)CSc2nnc(-c3ccoc3C)n2N)no1	-12	41
CCN(CCNC(=O)C1CCCN(S(=O)(=O)CC)C1)c1ccccc1 (stereo not given)	11	36
CCCCN(C(=O)CCC(=O)O)C1CC(=O)N(c2ccc(OCCC)cc2)C1=O (stereo not given)	-31	23
O=C1NC(c2cccs2)Nc2sc3c(c21)CCCC3 (stereo not given)	12	17
COc1cc(C(=O)OC(C)CN2CCN(C)CC2)cc(OC)c1OC (stereo not given)	16	36
Cc1noc(NS(=O)(=O)c2ccc(NC(=O)CSc3n[nH]c(-c4ccccc4)n3)cc2)c1C	3	19
O=C(CSCCNS(=O)(=O)c1ccccc1)Nc1ccccc1	0	20
O=C(Nc1ccc(Oc2ccccc2)cc1)C1CCCO1 (stereo not given)	-7	41
CC1(C)Cc2c(ccc3ccccc23)/C(=C/C(=O)N2CCCCC2)N1	7	36
O=C(NCc1ccccc1)N[C@@H](Cc1ccccc1)C(=O)O	1	19
S=C(c1ccccc1)N(c1ccccc1)c1ccccc1	45	17
OCCN(CCO)CC(O)Cn1c2ccccc2c2ccccc21 (stereo not given)	1	38
O=S1(=O)CC(N2CCOCC2)c2ccccc21 (stereo not given)	-48	68
CCOC(=O)C1CCCN(CC(=O)Nc2c(C(=O)OC)[nH]c3ccccc23)C1 (stereo not given)	13	19
N#Cc1cc2ccccc2nc1SCC(=O)Nc1ccccc1N1CCOCC1	-8	42
Cc1ccc(S(=O)(=O)N2CCOCC2)cc1C(=O)NCc1ccc2c(c1)OCO2	-2	40
CCOc1cc(C(=O)NCCN2CCOCC2)cc(OCC)c1OCC	-35	50
CCCCn1c(SCC(=O)Nc2cc(C)on2)nc2ccsc2c1=O	17	26
O=C(Nc1nccs1)Oc1ccccc1	-7	37
COCc1cc(C)nc(SCC(=O)Nc2cccc3cccnc23)c1C#N	1	32
CCOC(=O)CN1C(=O)C(O)=C(C(C)=O)C1c1ccccc1 (stereo not given)	7	20
Cn1c(COc2ccccc2)nnc1SCc1nc2ccccc2[nH]1	-10	23
CCCCOc1ccc(C(=O)N2CCC(C)CC2)cc1	29	14
CCN1CCN(CC(O)COc2cccc(OC)c2)CC1 (stereo not given)	40	12
CCOC(=O)c1c(C)n(C)c2ccc(OC(C)=O)cc12	8	20
COC(=O)CSc1nnc(-c2sc3cc(OC)ccc3c2Cl)n1C	-20	21
COc1ccc(-c2cccc(C(=O)Nc3ccc(OC)c(OC)c3)c2)cc1	-2	31
COCCCNC(=O)CCS(=O)(=O)Cc1ccc(C)cc1	34	13
CCc1ccc2[nH]c(=O)c(CN(Cc3ccc4c(c3)OCO4)C(=O)c3ccco3)cc2c1	11	18
O=C(Nc1cccc(F)c1)c1cccc(S(=O)(=O)N2CCOCC2)c1	-48	28
O=C(CSc1nnc(-c2ccccc2)o1)N1CCN(c2ccccc2)CC1	-37	28
Cc1ccc(S(=O)(=O)NCCSCc2ccccc2)cc1	1	21
O=c1c(-c2ccc(Cl)cc2)coc2c(CN3CCOCC3)c(O)ccc12	56	13
Cc1ccc(/C=N/N2CCN(Cc3cccc4ccccc34)CC2)o1	-16	19
O=C1NCCCC1C(=O)NCCN1C(=O)CCC1=O (stereo not given)	6	33
Cn1cc(S(=O)(=O)N2CCN(Cc3ccccc3)CC2)c(=O)n(C)c1=O	-5	35
C=CCOC(=O)CCCC(=O)NC1CCCCC1	-8	22
Nn1c(SCC(=O)NC2CCCCC2)nnc1C1CC1	-78	79
C=CCN1C(=O)CSC1=Nc1cccc(O)c1	56	8.1
COc1ccc(NS(=O)(=O)c2ccc(NC(=O)C3CCCO3)cc2)cc1 (stereo not given)	2	19
CCOC(=O)c1c(NC(=O)c2c(C)noc2C)sc2c1CCCCC2	17	36
O=C(c1ccc(COc2ccccc2Br)o1)N1CCN(c2ccccn2)CC1	-18	46
Cc1nc(N)sc1-c1csc(Nc2ccc(Cl)cn2)n1	-62	33
Cc1cc(=O)c2c(o1)CC(C)(C)CC2=O	-22	24
Cc1ccc(-n2c(=O)c3sccc3n(CC(=O)N3CCCC3)c2=O)cc1	0	18
O=C1CSC(c2ccccc2F)N1CCN1CCCCC1 (stereo not given)	-9	37
CSc1nnc2c(n1)c(C)nn2-c1cccc(C)c1	-56	30
COc1ccc(OC)c(C(c2nnnn2Cc2ccccc2)N2CCN(C)CC2)c1 (stereo not given)	-26	25
Cc1ccc(Nc2nc(CSc3nnc(-c4cccs4)o3)cs2)cc1	19	13
Cn1c(=O)c2c(SCC(=O)NCc3ccco3)nc(CC(C)(C)C)nc2n(C)c1=O	-8	40

For convenience, part of the list above.
SMILES	Htt clearance	Htt clearance grain fraction
COc1ccc(OC)c(C(c2nnnn2Cc2ccccc2)N2CCN(C)CC2)c1 (stereo not given)	-26	25
Cc1ccc(Nc2nc(CSc3nnc(-c4cccs4)o3)cs2)cc1	19	13
Cn1c(=O)c2c(SCC(=O)NCc3ccco3)nc(CC(C)(C)C)nc2n(C)c1=O	-8	40

Additional compounds follow.
SMILES	Htt clearance	Htt clearance grain fraction
CCOc1ccccc1NC(=O)CCn1c(=O)oc2ccccc21	-9	23
O=C(NCc1n[nH]c(=S)n1-c1ccccc1)c1ccc(S(=O)(=O)N2CCOCC2)cc1	-13	40
Cc1cc(C(=O)N2CCN(C/C=C/c3ccccc3)CC2)no1	-22	26
Cc1nnc2c3ccccc3c(-c3ccc(O)cc3)nn12	-83	29
Cc1cc(C)n(-c2ncnc3sc4c(c23)CC(C)CC4)n1 (stereo not given)	19	15
O=S(=O)(c1ccc2nc(Cc3cccc(C(F)(F)F)c3)[nH]c2c1)N1CCOCC1	62	14
CCOC(=O)C1C(=O)C=C(C)C(C(=O)OCC)C1c1ccc(OC)cc1 (stereo not given)	-7	22
Clc1ccccc1CSc1ncn(-c2ccccc2)n1	18	16
COc1ccc(Cn2c(SCc3ccc(C)cc3)nc3cc(OC)c(OC)cc3c2=N)cc1Cl	-18	45
Cc1cccc(Oc2sc(C(=O)c3ccccc3)c(N)c2C#N)c1	?	/
COc1ccc(OC)c(-c2cn(S(=O)(=O)c3ccccc3)nc2N)c1	16	26
O=C(C1CCN(Cc2ccc(F)cc2)CC1)N(CCO)Cc1ccccc1	-46	25
COc1ccc(NC(=O)CNCCC2=CCCCC2)cc1	-34	26
CSc1ccc(Cl)c(C(=O)NCc2ccco2)c1	-27	28
CCC(=O)n1nc(-c2cccnc2)nc1NCc1ccc(OC)cc1	-8	19
N#Cc1nc(Cc2cccc3ccccc23)oc1NCCN1CCCCC1	-10	37
O=C(c1ccc2c(=O)n(Cc3ccc4c(c3)OCO4)c(=S)[nH]c2c1)N1CCCCC1	-4	38
COc1ccc(CSc2nnc(SCc3ccc([N+](=O)[O-])cc3)s2)cc1	9	28
CCOC(=O)c1ccc(NC(=O)CN(c2ccc(C)cc2)S(=O)(=O)c2c(C)n[nH]c2C)cc1	23	22
COc1ccccc1Nc1nc(N)nc(CN(C)C2CCCCC2)n1	-32	21
O=c1c2ccccc2nc2n1C(CSc1ccc(F)cc1)CN2 (stereo not given)	0	38
CC1(C)CC(=O)C2(CC3=C(CC(C)(C)CC3=O)O2)C(=O)C1	-10	20
O=C(NCc1ccco1)C(c1ccccc1)N(C(=O)Cc1cccs1)c1ccccc1F (stereo not given)	36	25
O=C(CCc1nc2ccccc2c(=O)[nH]1)OCC(=O)N1CCN(S(=O)(=O)c2ccccc2)CC1	-4	36
O=C(N/N=C/c1ccc(OC(=O)c2ccccc2)cc1)c1ccc(CN2CCOCC2)cc1	0	38
O=C(c1cccc(F)c1)N1CCCC(C(=O)N2CCCC2)C1 (stereo not given)	-18	45
N#CCSc1nc(-c2ccccc2)cs1	-58	30
CCOc1ccc(C2C(C(=O)NC)=C(C)Nc3nc4ccccc4n32)cc1OC (stereo not given)	-75	56
CCc1ccc(N=C2N=C(N)c3ccccc32)cc1	-28	26
CCN(Cc1cc2cc(OC)ccc2[nH]c1=O)C(=O)c1ccncc1	-12	22
CC(CCc1ccccc1)NC(=O)c1nnc(Cc2ccc(Cl)cc2)o1 (stereo not given)	-97	70
O=C(c1cccc(F)c1)N1CCc2ccccc2C1	-19	22
CCOC(=O)CSc1nc2sc3c(c2c(=O)n1C1CCCCC1)CCN(C)C3	28	14
Cc1onc(-c2ccccc2Cl)c1C(=O)N1CCCCC1C(=O)O (stereo not given)	-83	65
COC(=O)c1ccccc1NC(=O)CN(C)S(=O)(=O)c1ccc(OC)cc1	-11	19
CCCC(=O)Nc1cccc2c1CCCC2	13	32
CCOC(=O)N1CCC(N2C(=O)c3ccccc3C2Nc2ccc3c(c2)OCCO3)CC1 (stereo not given)	-14	42
O=C(COC(=O)c1ccco1)NCc1ccco1	14	30
O=C(NCC1(c2ccccc2)CCOCC1)c1ccc(Br)o1	-110	63
Cc1cc(NC(=O)C2CCN(S(=O)(=O)c3cccs3)CC2)no1	7	39
Cc1c2c(nc3nc4ccccc4n13)CC(C)(C)CC2=O	2	17
C#CC1CN(Cc2ccccc2)CC(C#C)N1C (stereo not given)	2	36
CCOC(=O)NC(=O)/C(C#N)=N\Nc1ccc(Cl)cc1	2	21
CC(O)CN=c1cc(-c2ccccc2)oc2ccc(Cl)cc12 (stereo not given)	-16	45
CCN(CC)CC(=O)Nc1ccc2c(c1)N(C(=O)CN(CC)CC)c1ccccc1CC2	-7	34
c1ccc2c(c1)[nH]c1c(N3CCN(C4CCCCC4)CC3)ncnc12	-31	45
O=C(CS(=O)CC(=O)N(CC(=O)NC1CCCC1)c1ccc2c(c1)OCCO2)Nc1ccc(F)cc1 (stereo not given)	-13	44
O=C(Oc1ccc(N2C(=O)CCC2=O)cc1)c1ccco1	24	14
CN(CCOc1ccc(-c2ccn(S(=O)(=O)c3c(Cl)cccc3Cl)n2)cc1)c1ccccn1	-42	58
Cc1ccc(CN(C(=O)c2cc(=O)c3cc(Cl)c(C)cc3o2)C2CCS(=O)(=O)C2)cc1 (stereo not given)	-62	64
(more compounds)
SMILES	Htt clearance	Htt clearance grain fraction
CC(C)CNc1oc(-c2ccc(F)cc2)nc1C#N	25	24
CC(C)C(=O)OCCN=C1NS(=O)(=O)c2ccccc21	37	12
Cc1cc(OCC(O)CN(CCO)CCO)ccc1Cl (stereo not given)	36	13
CC(C)c1nc(SCC(=O)N2CCCC2)c2ccccc2n1	-4	41
COc1ccc(-c2cc(C(F)(F)F)nc(N3CCN(Cc4ccccc4)CC3)n2)cc1OC	0	37
CCC(=O)Nc1cc(C)c(NC(=O)c2ccccc2OC)cn1	-10	44
